SSB-PriA inh – K. pneumoniae PriA-SSBct interaction inhibition. AlphaScreen SSBct-PriA binding, biotinylated peptide. inhibition, % at 33 µM. 430,000 tested, 0.6% active. AID 1272365; in the data active = inhibition mostly above about 37%, no sharp cut-off; inactive = mostly below about 20%;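 note: plate controls were negative control peptide for no effect and reference peptide for full effect; strong numbers were not always called active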
VHR inh abs – inhibitors of human VHR1 phosphatase (DUSP3); P51452; recombinant VHR phosphatase, pNPP absorbance; inhibition, % at 13.3 µM; 290,000 tested, 0.52% active; AID 1654; in the data active = inhibition above about 50%; note: some compounds called inactive have numbers as strong as hits
Mtb BioA inh – blocks M. tuberculosis BioA enzyme activity; purified M. tuberculosis BioA enzyme, plate reader; inhibition, % at 9.99 µM; 360,000 tested, 0.096% active; AID 602481; in the data active = inhibition above about 40%
MazF activator – activators of E. coli MazEF toxin-antitoxin RNase. FAM/BHQ RNA-DNA oligo cleavage fluorescence, 5 h. 350,000 tested, 0.32% active. P0AE70. activation, % at 20 µM; in the data active = activation above about 50%
Target sequence (P0AE70 whole entry, looked up): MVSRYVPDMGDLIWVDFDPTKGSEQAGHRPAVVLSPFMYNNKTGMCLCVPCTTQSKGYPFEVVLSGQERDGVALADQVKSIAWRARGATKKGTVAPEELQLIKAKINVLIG
Rv3671c protease – Rv3671c (M. tuberculosis) protease inhibition | 320,000 tested, 0.048% active | AID 2606 | P9WHR9 | inhibition, % at 5.96 µM; in the data active = inhibition above about 38%;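 note: extracellular domain of Rv3671c used as enzyme; 0% = enzyme with DMSO and 100% = no enzyme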
Mtb FBA inh – inhibits M. tuberculosis FBA enzyme. 360,000 tested, 2.3% active. AID 588726. purified M. tuberculosis FBA, fluorescence read-out. P9WQA3. inhibition, % at 1 µM; in the data active = inhibition above about 27%;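 note: 0% = vehicle and 100% = reference inhibitor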
Target sequence (P9WQA3 whole entry, looked up): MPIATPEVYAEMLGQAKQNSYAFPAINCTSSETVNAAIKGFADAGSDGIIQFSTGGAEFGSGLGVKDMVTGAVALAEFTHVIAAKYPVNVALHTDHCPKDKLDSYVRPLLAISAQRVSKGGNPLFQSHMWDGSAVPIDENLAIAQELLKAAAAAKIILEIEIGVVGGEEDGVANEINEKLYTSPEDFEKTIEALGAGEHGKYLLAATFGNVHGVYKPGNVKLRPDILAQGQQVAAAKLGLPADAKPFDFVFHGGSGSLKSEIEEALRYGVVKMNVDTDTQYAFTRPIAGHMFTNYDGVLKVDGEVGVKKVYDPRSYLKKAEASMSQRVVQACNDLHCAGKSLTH
Mtb UGM inh – blocks M. tuberculosis UGM enzyme; purified UGM, fluorescence polarization probe displacement; inhibition, % at 10 µM; 320,000 tested, 0.06% active; in the data active = inhibition above about 10%, passing the limit was not always enough
Target sequence (P9WIQ1 whole entry, looked up): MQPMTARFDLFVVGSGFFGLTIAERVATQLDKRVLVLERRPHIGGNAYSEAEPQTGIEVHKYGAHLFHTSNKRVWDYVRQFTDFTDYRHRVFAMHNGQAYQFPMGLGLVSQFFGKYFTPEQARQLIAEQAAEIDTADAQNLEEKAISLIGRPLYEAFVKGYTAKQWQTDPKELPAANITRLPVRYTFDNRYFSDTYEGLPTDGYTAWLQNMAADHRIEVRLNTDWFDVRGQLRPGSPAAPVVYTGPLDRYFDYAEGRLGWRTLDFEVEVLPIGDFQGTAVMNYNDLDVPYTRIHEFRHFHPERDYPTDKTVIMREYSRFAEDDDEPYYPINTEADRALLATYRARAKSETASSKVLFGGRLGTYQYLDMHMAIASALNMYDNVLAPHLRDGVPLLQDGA
BH1578 lux ind – quorum light induction in luxS cqsA deficient V. cholerae. activation, % at 18.7 µM. 350,000 tested, 0.16% active. AID 588436. V. cholerae BH1578 lux reporter, luminescence, 6 h; in the data active = activation mostly above about 9.7%, no sharp cut-off; note: not every result past the cut was called active; inactives centre near 0; reference of the scale not given here
SARS 3CLpro inh – SARS-CoV 3CLpro protease inhibition; P0C6X7; recombinant SARS-CoV 3CLpro, quenched FRET peptide cleavage; inhibition, % at 6 µM; 290,000 tested, 0.14% active; in the data active = inhibition above about 12%
GDH-TPI counter – counter-screen for M. tuberculosis FBA inhibitors: GDH-TPI coupled enzymes | GDH-TPI coupled enzyme counterscreen, NADH absorbance | inhibition, % at 4.8 µM | 360,000 tested, 1.2% active | AID 588335; in the data active = inhibition above about 30%;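 note: 0% = DMSO wells and 100% = wells lacking the enzyme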
* marks the source's active call; other numbers are inactive results; i = inactive; x = not tested or not shown; & = joins results of further samples. Only part of the results is shown, so the mix of outcomes need not match the whole.

smiles	SSB-PriA inh	VHR inh abs	Mtb BioA inh	MazF activator	Rv3671c protease	Mtb FBA inh	Mtb UGM inh	BH1578 lux ind	SARS 3CLpro inh	GDH-TPI counter
CC(=O)N[C@H]1[C@H](Oc2ccc3c(c2)CCC2C3CC[C@]3(C)C(=O)CCC23)O[C@H](CO)[C@@H](O)[C@@H]1O (some centres undefined)	-7	31	-0.3	6	4	1	-1.3	-0.5	4	8
O=C(O)c1cccc(Nc2nc3ccccc3nc2NS(=O)(=O)c2cccs2)c1	-5	9	-4.1	-4	4	8	0.5	-0.2	9	17
C[C@H]1COC(=O)[C@H](Cc2ccc(F)cc2)CC/C=C/C[C@@H](CC(=O)N[C@@H](CO)Cc2ccccc2)C(=O)N1	-4	x	-0.8	4	2	-2	0.4	-0.4	x	0
COc1cc(C(=O)NCCc2ccccc2)ccc1OCC(=O)N1CCOCC1	-5	x	2.0	3	3	3	0.6	-2.0	x	-6
Cc1cccc(/C=C(\C(=O)C(=O)O)c2ccc3ccccc3n2)c1	-17	-8	-3.7	4	7	11	-0.9	-0.3	0	1
COc1ccc(CCNC(=O)CNC(=O)Cn2ccc3ccccc3c2=O)cc1OC	-6	12	0.1	-2	4	-2	0.2	-0.4	-2	11
CCCn1c(=O)c2ccccc2n2c(SCc3nc4ccccc4s3)nnc12	-8	14	-2.1	5	-4	0	-0.9	0.5	-7	5
c1ccc(N2CCOCCOCCOCCOCC2)cc1	1	24	x	-3	1	1	1.0	-0.4	-2	-9

(more compounds)
smiles	SSB-PriA inh	VHR inh abs	Mtb BioA inh	MazF activator	Rv3671c protease	Mtb FBA inh	Mtb UGM inh	BH1578 lux ind	SARS 3CLpro inh	GDH-TPI counter
O=C(NC(=O)c1ccccc1Cl)Nc1ccc(-c2cnco2)cc1	-9	10	x	-88	-18	0	-0.6	0.6	1	-6
OC(c1ccc(F)cc1)C(c1ccccc1)N1CCOCC1 (centres undefined)	-11	-24	1.1	-3	-3	0	1.9	0.8	5	11
CCCC(=O)Nc1ccc(N2CCN(C(=O)c3cc4ccccc4o3)CC2)cc1	-4	8	2.7	7	-4	-2	0.1	-0.3	-1	-4
CCOC(=O)Cc1nn(C)c(=O)c2ccccc12	7	4	-0.2	1	-8	-1	0.2	i	0	2
CNC(=O)c1ccsc1NC(=O)CN1C(=O)CCC1=O	-5	14	-0.6	9	8	1	7.3	-0.2	x	11
O=C(CSc1ccc(Cl)cc1)Nc1cccc(-c2nnc(-c3ccco3)o2)c1	-10	12	0.5	38	7	-1	1.2	-0.3	-3	7
COc1cccc(C(=O)NCC(=O)NCc2cc(=O)n(C)c(=O)n2C)c1	-23	-2	-0.4	2	-5	0	0.9	-0.3	2	6
CC(C)C(=O)NC(=O)COC(=O)/C=C/c1cccs1	-7	-6	0.0	-7	-1	-1	-2.1	-0.3	0	9

(more compounds)
smiles	SSB-PriA inh	VHR inh abs	Mtb BioA inh	MazF activator	Rv3671c protease	Mtb FBA inh	Mtb UGM inh	BH1578 lux ind	SARS 3CLpro inh	GDH-TPI counter
CCCNC(=O)C1(C)CCCN(Cc2cccc(C(F)(F)F)c2)C1 (centres undefined)	x	x	2.5	x	x	6	x	i	x	0
CCc1c(O)c(/C(C)=N\O)c(=O)n(-c2ccccc2)c1-c1ccccc1	x	-7	1.2	0	18	0	0.1	-0.6	3	30
Oc1ccc(-n2cccc2/C=N/n2cnnc2)cc1	x	15	x	-15	6	3	-1.6	-0.8	1	15
O=C(Nc1ccc2c(c1)OCCO2)C1CCN(C(=O)c2ccc([N+](=O)[O-])cc2)CC1	-12	29	-0.7	5	2	1	-0.8	-0.3	4	17
CCC(=O)c1ccc(OCC(=O)OCC(=O)N(CCC#N)c2ccc3c(c2)OCCO3)cc1	-14	x	x	4	-1	4	2.7	i	x	1
O=C(c1ccc2c(c1)OCO2)N1CCC2(CC1)Oc1ccc(Cl)cc1C(=O)C21CC(c2ccccc2)=NO1 (centres undefined)	14	3	0.2	-10	-16	2	2.0	-0.3	x	7
CSc1ccc(S(=O)(=O)Nc2ccc(NC(C)=O)cc2)cc1	-4	11	-1.6	6	5	0	0.9	-1.0	-1	0
Cc1ccc(NC(=O)CCC(=O)N/N=C/c2cccs2)cc1C	x	-5	x	-4	1	0	-1.6	-0.3	4	10

Following part.
smiles	SSB-PriA inh	VHR inh abs	Mtb BioA inh	MazF activator	Rv3671c protease	Mtb FBA inh	Mtb UGM inh	BH1578 lux ind	SARS 3CLpro inh	GDH-TPI counter
COc1ccc(CCN)cc1OC	-4	-1	-0.6	9	0	0	0.8	-0.4	x	11
C/C(=N\NC(=O)c1cccc(S(=O)(=O)N2CCCC2)c1)c1ccco1	x	12	x	4	5	0	3.7	i	-2	3
COC(=O)c1sc(S(=O)(=O)NCCC(=O)O)c(C(=O)OC)c1C	-15	16	-0.2	-5	1	0	-0.4	-0.4	5	4
COCCC(=O)N1CCC(C(=O)Nc2ccc(Oc3ccccc3)nc2)CC1	-5	13	0.6	12	1	-1	0.3	-7.1	1	3
Cc1nc(N)sc1Cc1ccc2c(c1)OCO2	12	25	-1.0	-3	0	0	0.1	-1.1	-1	10
CC(C)NC(=S)NC(=O)c1ccc(Cl)cc1Cl	-34	-10	x	9	2	1	-1.2	-0.3	4	1
CC(=O)c1cc(CN2CCC(C(=O)Nc3ccc(-n4nc(C)cc4C)cc3)CC2)cs1	-12	18	-0.5	-4	0	0	1.9	-0.4	-1	9
C=CCCC(=O)Nc1nc(C)c(-c2csc(Nc3ccc(Cl)cc3Cl)n2)s1	14	13	-1.8	-2	3	-1	-1.1	i	1	16

(list continues)
smiles	SSB-PriA inh	VHR inh abs	Mtb BioA inh	MazF activator	Rv3671c protease	Mtb FBA inh	Mtb UGM inh	BH1578 lux ind	SARS 3CLpro inh	GDH-TPI counter
S=c1[nH]nc(-c2ccncc2)n1/N=C/c1cn(-c2ccccc2)nc1-c1ccc(Cl)cc1	x	18	-2.6	-5	7	0	-3.8	0.4	-3	-6
Cc1ccsc1/C=C1\SC(N)=NC1=O	x	13	x	5	9	-3	0.4	-0.5	-1	9
O=C(/C=C/c1ccccc1)N/C(=C/c1ccccc1)C(=O)N1CCCCC1	-7	22	-0.4	9	-5	-10	2.2	-1.6	1	7
O=[N+]([O-])c1c(Nc2ccccc2)ccc2nonc12	-7	-13	2.0	3	-6	-17	-0.1	i	2	-6
CN1C(=O)CSc2ccc(NC(=O)N3CCN(c4ccccc4)CC3)cc21	6	-9	x	4	0	0	0.3	-3.3	6	-3
CCOC(=O)C1CCN(S(=O)(=O)c2ccc3c(c2)NC(=O)C(C)C(=O)N3)CC1 (centres undefined)	-17	21	1.5	7	-4	-1	-0.2	i	1	-3
Oc1ccc(/C=N/NC2=NCCCCC2)cc1	x	4	-0.8	6	1	0	2.2	-0.4	0	18
CCC(C)CCN1C(N(C)C)=NC[C@@H]1C (some centres undefined)	7	x	-1.3	10	-3	0	-1.9	i	x	-3

Next part:
smiles	SSB-PriA inh	VHR inh abs	Mtb BioA inh	MazF activator	Rv3671c protease	Mtb FBA inh	Mtb UGM inh	BH1578 lux ind	SARS 3CLpro inh	GDH-TPI counter
CCn1cc(C(=O)OCC(=O)Nc2ccc(C(C)C)cc2)c(=O)c2ccc(C)nc21	2	9	x	-9	-2	7	-1.9	i	-2	4
Cc1cc(NC(=O)C(C)(C)C)no1	-3	-6	-0.2	-1	1	0	0.5	0.6	3	0
O=C(CO/N=C/c1c(Cl)cccc1Cl)NNC(=O)c1ccc(Cl)cc1	i	4	-0.4	4	3	5	4.8	7.1	3	1
O=C1COc2ccc(-c3n[nH]c(=O)c4ccccc34)cc2N1	-19	15	x	6	-3	1	1.2	-0.2	1	-2
C=CCn1c(=O)c2ccccc2n2c(SCC(C)=O)nnc12	-10	17	1.3	12	8	0	-0.6	-0.3	4	-3
Cc1ccc(N(Cc2cc(=O)[nH]c3ccccc23)C(=O)CCl)cc1	2	-5	1.1	-4	5	1	4.1	-0.4	6	-1
O=C(c1ccc(Br)o1)N1CCN(c2ccccc2F)CC1	2	-5	x	1	1	-2	-2.0	5.3	-6	10
CCCCNC(=O)CN1C(=O)NC2NC(=O)NC21 (centres undefined)	-3	-27	-0.8	6	0	0	-0.8	-0.1	-4	-8

The results go on:
smiles	SSB-PriA inh	VHR inh abs	Mtb BioA inh	MazF activator	Rv3671c protease	Mtb FBA inh	Mtb UGM inh	BH1578 lux ind	SARS 3CLpro inh	GDH-TPI counter
CCCCNC(=O)[C@@H]1CC=C[C@@H]2CCN(Cc3ccc(Cl)c(Cl)c3)C(=O)[C@@H]21	-1	x	-0.3	6	-14	-1	0.2	i	x	1
Cn1ncc(C#N)c1NC(=O)C1CC(c2ccc(Cl)c(Cl)c2)=NO1 (centres undefined)	-12	-3	0.6	0	-4	-5	2.7	i	6	-4
COc1cc(NC(=O)CN2C(=O)C(C)N(c3ccc(C)cc3)C2=O)cc(OC)c1 (centres undefined)	6	x	1.6	3	-4	2	2.2	i	x	7
CN=c1scc(-c2ccccc2F)n1/N=C/c1ccc[nH]1	x	41	x	-1	-13	-5	0.8	-0.1	4	9
Cc1cc(C)cc(-c2nnc(SCC(=O)NC3CC3)o2)c1	-3	x	-1.6	0	-1	0	3.2	i	x	3
CC(C)(C)c1ccc(C(=O)NCc2ccco2)cc1	-3&-2	x	1.0	-2	2	-6	-1.2	0.5	x	-5
CCN(CC)C(=O)C1=C(C)N(Cc2ccccc2)C(=O)C(CC(=O)NCc2cccs2)C1 (centres undefined)	x	x	1.5	6	x	0	x	-0.6	x	1

Entries listed so far containing two or more sulfur atoms, in the order listed:
smiles	SSB-PriA inh	VHR inh abs	Mtb BioA inh	MazF activator	Rv3671c protease	Mtb FBA inh	Mtb UGM inh	BH1578 lux ind	SARS 3CLpro inh	GDH-TPI counter
O=C(O)c1cccc(Nc2nc3ccccc3nc2NS(=O)(=O)c2cccs2)c1	-5	9	-4.1	-4	4	8	0.5	-0.2	9	17
CCCn1c(=O)c2ccccc2n2c(SCc3nc4ccccc4s3)nnc12	-8	14	-2.1	5	-4	0	-0.9	0.5	-7	5
CSc1ccc(S(=O)(=O)Nc2ccc(NC(C)=O)cc2)cc1	-4	11	-1.6	6	5	0	0.9	-1.0	-1	0
COC(=O)c1sc(S(=O)(=O)NCCC(=O)O)c(C(=O)OC)c1C	-15	16	-0.2	-5	1	0	-0.4	-0.4	5	4
C=CCCC(=O)Nc1nc(C)c(-c2csc(Nc3ccc(Cl)cc3Cl)n2)s1	14	13	-1.8	-2	3	-1	-1.1	i	1	16
Cc1ccsc1/C=C1\SC(N)=NC1=O	x	13	x	5	9	-3	0.4	-0.5	-1	9
